Screening results as filed in PubChem BioAssay.
TRHR enhancer = TRH receptor (human) allosteric enhancement. TRHR cells, fluo-8 calcium fluorescence, EC20 TRH enhancement. enhancement, % at 2 µM. 360,000 tested, 0.66% active; in the data active = enhancement above about 30%; also: 0% is about no effect
Target sequence (P34981 whole entry, looked up): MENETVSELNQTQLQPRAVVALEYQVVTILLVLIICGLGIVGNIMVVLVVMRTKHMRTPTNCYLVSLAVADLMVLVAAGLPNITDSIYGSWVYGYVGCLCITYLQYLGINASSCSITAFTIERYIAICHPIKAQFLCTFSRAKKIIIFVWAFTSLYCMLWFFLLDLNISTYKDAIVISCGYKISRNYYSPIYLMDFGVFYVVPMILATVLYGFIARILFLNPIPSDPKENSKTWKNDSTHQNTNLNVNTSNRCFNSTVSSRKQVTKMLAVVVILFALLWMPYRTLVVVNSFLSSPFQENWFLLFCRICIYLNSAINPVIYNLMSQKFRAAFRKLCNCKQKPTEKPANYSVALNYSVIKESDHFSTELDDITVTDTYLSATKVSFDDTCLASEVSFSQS
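TRHR-expressing cells loaded with fluo-8 calcium dye were read kinetically (ex 480/em 530) during compound addition, then stimulated with an EC20 of TRH (10 nM final). Enhancement of the Gq-mediated intracellular calcium response was scored.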
D1 ag = human D1 receptor agonism | HEK293 T-REx D1 cells, calcium flux, agonist mode | activation, % at 2 µM | 360,000 tested, 1% active | AID 504660; in the data active = activation above about 30%; also: 0% is about no effect
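Tetracycline-induced HEK293 TREx D1 cells, force-coupled to calcium signalling, were dye-loaded with a no-wash calcium kit. Compound was pin-added after a 10 s baseline. Fluorescence was read kinetically at 1 cycle/s for 180 s, with calcium rises flagged as agonism.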
TRHR agonist = TRH receptor (human) agonism | P34981 | 360,000 tested, 0.18% active | activation, % at 2 µM | TRHR cells, calcium flux fluo-8, FDSS agonist mode; in the data active = activation above about 30%; also: 0% is about no effect
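In this calcium-flux screen, cells bearing human TRHR are dye-loaded with fluo-8, baselined for 10 cycles, then exposed to library compounds; positive kinetic calcium responses during the agonist phase mark hits, with TRH as control.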
RXFP1 ag = agonists of human relaxin receptor RXFP1. Q9HBX9. HEK293T-RXFP1 cAMP TR-FRET, 30 min; response scale: percent of porcine relaxin response, buffer zero. Potency, µM (highest dose often 57.5 µM), inactives show at the highest dose activation, actives largely listed as activators. 370,000 tested, 0.3% active; also: potency is read from the fitted curve at half-maximal effect; % is scaled to controls: 0 for no effect and ±100 for the full control effect; nearly all actives have a fitted effect of over 60% in size; many of its hits are not listed in these tables
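Agonist response is measured as cAMP accumulation in an RXFP1-transfected HEK293T line under PDE4 inhibition. Values are scaled between buffer-only and 29 nM porcine relaxin, and EC50s come from standard Hill equation fits.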
D2 PAM = D2 dopamine receptor (human) potentiation; P14416; HEK293 T-REx D2, calcium flux, EC20 dopamine potentiation; potentiation, % at 10 µM; 340,000 tested, 0.34% active;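 active = potentiation over 3 SD above the plate norm, cut at about 30% in these data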; also: 0% is about no effect
Target sequence (P14416 whole entry, looked up): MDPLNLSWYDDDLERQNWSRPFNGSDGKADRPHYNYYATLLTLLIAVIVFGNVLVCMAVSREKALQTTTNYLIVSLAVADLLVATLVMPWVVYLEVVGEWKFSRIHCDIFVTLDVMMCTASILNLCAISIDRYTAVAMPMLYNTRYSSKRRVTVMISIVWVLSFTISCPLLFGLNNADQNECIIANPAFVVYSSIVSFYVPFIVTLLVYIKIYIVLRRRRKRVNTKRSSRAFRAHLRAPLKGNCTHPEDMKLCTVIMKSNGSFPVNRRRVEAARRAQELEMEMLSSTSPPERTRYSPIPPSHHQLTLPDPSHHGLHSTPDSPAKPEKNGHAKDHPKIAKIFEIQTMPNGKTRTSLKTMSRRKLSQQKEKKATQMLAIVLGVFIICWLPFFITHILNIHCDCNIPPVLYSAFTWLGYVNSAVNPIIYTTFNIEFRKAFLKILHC
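Using a no-wash calcium dye in inducible, force-coupled HEK293 Trex cells expressing D2, we tracked fluorescence each second for 180 s after compound, then for 180 s after EC20 dopamine to detect augmented signalling.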
D1 antagonist = human D1 dopamine receptor antagonism; P21728; HEK293 TREx D1 cells, calcium flux, dopamine EC80; hits give low values; activity change, negative = inhibition, % at 10 µM; 360,000 tested, 3.2% active; AID 504652; in the data active = activity change below about -30%; also: % is scaled to controls: 0 for no effect and ±100 for the full control effect
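HEK293 T-REx cells expressing inducible, force-coupled D1 receptor; no-wash Ca dye, 30–90 min RT. Cmpd → 180 s read at 1 Hz → EC80 DA → 180 s read.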
D1 PAM = human D1 dopamine receptor positive modulation; P21728; HEK293 TREx D1 cells, calcium flux, dopamine EC20 potentiation; potentiation, % at 10 µM; 360,000 tested, 0.036% active; AID 504651; in the data active = potentiation above about 30%; also: 0% is about no effect
Apoferritin bind = binds horse apoferritin like a general anesthetic; apoferritin/1-aminoanthracene competitive binding, fluorescence; Potency, µM (doses to about 77.5 µM), inactives show at the top dose activity change, negative = displacement, usual class: inhibitors; 350,000 tested, 0.074% active; also: potency is read from the fitted curve at half-maximal effect; % is scaled to controls: 0 for no effect and ±100 for the full control effect; nearly all actives have a fitted effect of over 20% in size
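Apoferritin-based anesthetic binding model; compound displacement of fluorescent 1-AMA measured as endpoint fluorescence after 10 minutes at room temperature, scaled to free-ligand and complex controls.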
RXFP1 antag = RXFP1 (human) relaxin receptor antagonism | 350,000 tested, 0.59% active | HEK293-RXFP1, relaxin-stimulated cAMP HTRF, 30 min; hits give low values | activity change, negative = inhibition, % at 57.5 µM | Q9HBX9;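 active = activity change of -60% or lower, but not beyond a set lower limit; inconclusive = change between -60% and -40%, or beyond the set limit; inactive = change above -40%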; also: % is scaled to controls: 0 for no effect and ±100 for the full control effect
An asterisk follows results filed as active; ? = inconclusive; . = no result given; [ ] = remark or other dose. Unless noted, calls follow the shape of the dose curve; as a rule, active = well fitted curve in the direction sought with a large enough effect; inconclusive = small, poorly fitted or top-dose-only effect, or another doubt; inactive = no such curve, though single readings can be large; an effect the other way counts as inactive or inconclusive. These rows are one share of the data; the hit share may differ from the screen's.

SMILES	TRHR enhancer	D1 ag	TRHR agonist	RXFP1 ag	D2 PAM	D1 antagonist	D1 PAM	Apoferritin bind	RXFP1 antag
CC(=O)Nc1ccc(C2=NNC(=Nc3ccc(S(=O)(=O)N4CCOCC4)cc3)SC2)cc1	-8	1	0.3	3.7%	-6	1	6	-10%	-4
CC1=NN(c2ccccc2)C(=O)C1N=Nc1cccc(O)c1 (centres undefined)	-9	4	0.0	3.0%	-5	-1	0	?	-1
CCCCN(CCCC)CCCNC(=O)c1cc(-c2ccc(Cl)s2)nc2ccccc12	-1	17	2.2	12%	-12	1	0	3%	-19
Cc1ccc(S(=O)(=O)C(CNC(=O)C(=O)NCCc2ccccc2)c2cccs2)cc1 (centres undefined)	8	-4	-0.8	-1.6%	19	.	9	53%[activator]	.
CCOC(=O)c1c(/N=C/C2=C(O)CCCC2=O)sc(C)c1C	-12	-1	-2.4	1.2%	4	-22	5	-3%	-17
O=C(COC(=O)C1=NN(c2ccccc2)C(=O)CC1)NCc1ccccc1Cl	-4	0	-0.3	0.2%	-5	1	-5	.	-13
COc1ccc(CCN2C(=O)c3[nH]nc(-c4ccccc4O)c3C2c2ccc(OC)cc2)cc1 (centres undefined)	10	0	0.5	-0.2%	12	6	3	-1%	-21
COC(=O)c1sccc1NC(=S)Nc1ccc(F)cc1F	8	2	0.1	6.3%	3	-20	-4	-13%	-16
COC(=O)c1cccc(CSC(=S)N2CCCC2)c1	7	-2	0.0	-0.1%	-4	8	0	-2%	-2
O=C(Nc1ccc(-c2noc(-c3cccs3)n2)cc1)c1cccnc1	4	-1	0.8	1.3%	0	-5	-1	-6%	?
CCOC(=O)c1cc(C)sc1NC(=O)CSC1=NCCS1	56*	2	-0.1	-2.7%	6	2	-4	-5%	2
O=C(N/N=C/c1ccccc1F)C(=O)N1CCCCCC1	4	-2	1.0	-1.4%	-29	-1	3	-12%	33
COc1ccc(-c2noc(CCCC(=O)NC3CCCC3)n2)cc1OC	-4	4	0.0	-1.3%	-8	-32*	-6	-4%	-14
COc1ccc(OCC(=O)N2CCN(C(=O)c3ccc(OC)c(OC)c3)CC2)cc1	5	0	-1.2	-0.6%	17	5	2	0%	.
CN1CCN(S(=O)(=O)c2ccc(N3CCN(S(=O)(=O)c4cccs4)CC3)nc2)CC1	40*	5	0.4	1.4%	5	.	-5	-8%	4
Cc1ccc(NC(=S)N2CCC(NC(=O)c3ccccc3)CC2)cc1	6	3	-0.4	1.7%	3	-1	-1	-7%	-1
CCCCSCCCNC(=O)CCCN1C(=O)c2ccccc2Sc2ncccc21	2	2	-1.4	2.4%	7	-9	-3	-9%	3
Cc1cccc(NC(=O)c2snc3c(=O)[nH]cnc23)c1	8	-1	0.5	3.2%	17	-4	-4	-12%	.
CCOC(=O)c1ccc(CNC(=O)c2n[nH]c(=O)c3ccccc23)o1	6	4	-0.2	0.7%	22	-8	-1	-17%	-10
CC1Cc2ccccc2N1c1ncnc2c1nnn2Cc1ccccc1Cl (centres undefined)	1	2	0.2	1.0%	4	16	1	-13%	2
CC1CCCCC1NC(=O)CN(C)S(=O)(=O)c1cccc2cccnc12 (centres undefined)	-4	1	-0.1	-1.9%	-2	-4	-3	-7%	2
COc1ccc(S(=O)(=O)NCCSCc2ccco2)cc1	-1	5	-1.6	-0.7%	-9	-8	-3	-3%	6
O=C(Nc1ccccc1)NC1(C(=O)NCc2ccco2)CCCCC1	-9	0	-0.1	2.8%	-3	4	0	4%	-11
O=C1CC2(CCN(C(=O)c3ccccc3Cl)CC2)Oc2ccccc21	10	3	0.4	0.7%	5	-12	-7	.	1
CCCC1COC(Cn2cncn2)(c2ccc(C)cc2)O1 (centres undefined)	10	0	-0.1	0.6%	9	-7	-4	-10%	-7
CC(=O)c1ccc(NC(=O)CSc2nnc3ccc(-c4ccccn4)nn23)cc1	7	3	-0.1	9.9%	.	-22	-4	.	-5
NS(=O)(=O)c1ccc(NC(=O)CSc2ccccc2)cc1	-7	7	0.3	0.6%	-3	5	-4	?	13
O=C1[C@H]2CC3CCC2(O3)[C@@H]2OCCCN12 (some centres undefined)	-1	0	-0.3	-0.8%	5	-8	-7	.	.
CCCn1c(=N)c(S(=O)(=O)c2ccc(F)cc2)cc2c(=O)n3cccc(C)c3nc21	2	-1	-0.2	2.7%	2	10	-3	-8%	5
COc1ccccc1NC(=O)COC(=O)/C=C/c1ccc2c(c1)OCO2	-4	4	0.2	0.3%	.	-19	-2	-1%	2
C=CCN1C(=O)C(O)=C(C(C)=O)C1c1ccccc1F (centres undefined)	7	3	-0.2	4.6%	4	29	-1	-15%	-7
N#Cc1ccccc1COC(=O)c1ccc2c(c1)OCO2	3	3	-0.1	0.1%	-1	-42*	-2	.	-6
O=C(N/N=C/c1ccc(Br)s1)c1ccccn1	17	0	-0.4	1.1%	6	-27	1	2%	-20
Cc1ccc2cc3cc(C(=O)NC4CC4)oc3nc2c1	7	3	0.1	0.5%	-1	-4	-6	9%	-2
Cc1cc(OCC(=O)Nc2ccccn2)c2c(C)c(C)c(=O)oc2c1	15	0	-1.5	4.9%	-10	5	-4	-2%	-11
CN1CCN(c2ccccc2NC(=O)c2ccc(-c3cccc([N+](=O)[O-])c3)o2)CC1	-2	0	-1.1	2.2%	-16	-6	-11	-10%	12
CC(/C=C1\SC(=O)N(CCCC(=O)O)C1=O)=C\c1ccccc1	4	1	-0.7	1.9%	12	8	-2	-1%	12
O=C(O)C1CCN(C(=O)c2ccc3c(c2)OCO3)CC1	-1	3	0.9	2.2%	2	-2	10	0%	7
CCCNC(=O)C12CCC(C)(C(=O)O1)C2(C)C (centres undefined)	-5	0	0.5	-0.5%	-11	9	-13	-8%	1
Cc1coc2c(C)c3oc(=O)c(CC(=O)NCc4ccccc4)c(C)c3cc12	1	0	1.6	6.4%	7	-14	0	0%	4
COC(=O)C(C(=O)OC)C(C[N+](=O)[O-])c1ccc(O)c(OC)c1 (centres undefined)	4	1	-0.3	0.3%	12	-15	-7	0%	-3
COc1ccccc1C(=O)NCCOc1ccc(C(C)(C)C)cc1	-2	10	-0.3	2.3%	1	-2	3	-11%	-10
CC(=O)Nc1ccc(NC(=O)Cn2cnc3c(cnn3C(C)(C)C)c2=O)cc1	2	1	0.0	0.4%	1	6	4	-7%	0
CC(=O)Nc1ccc(NC(=O)CSc2nnc3c4cc(Br)ccc4n(C)c3n2)cc1	13	0	0.1	15%	-11	-3	5	-1%	-16
O=C(COC(=O)Cc1c[nH]c2ccccc12)Nc1c(Cl)cccc1C(F)(F)F	-6	4	-0.2	2.2%	-4	1	-6	.	2
O=C(Nc1ccccc1C(=O)NC(Cc1c[nH]c2ccccc12)C(=O)O)c1ccco1 (centres undefined)	-3	0	0.2	-1.6%	-9	3	-2	-13%	-5
Cc1n[nH]c(C)c1CCC(=O)N/N=C/c1c[nH]c2ccccc12	7	1	-1.2	-4.3%	1	13	-3	8%	-18
O=C(NC(=S)NNC(=O)c1ccccc1O)c1ccco1	0	1	0.0	1.6%	3	-3	-4	-7%	-17
COC(=O)CS(=O)(=O)c1ccsc1C(=O)Nc1ccc(F)cc1	-1	9	-1.4	4.4%	7	-24	1	-5%	0
CC1CN(S(=O)(=O)c2cccc(-c3cn4ccccc4n3)c2)CC(C)O1 (centres undefined)	24	2	-2.0	2.5%	1	2	-4	-19%	15
Cn1ccsc1=NC(=O)c1cccc(C#N)c1	0	2	1.2	1.7%	1	1	-8	5%	-6
FC(F)(F)c1nc2ncc(Cl)cc2[nH]1	6	5	0.5	-0.2%	-3	26	-4	-5%	-10
CCOC(=O)c1c(C)[nH]c(C)c1C(=O)CSc1nnnn1-c1ccccc1	-5	1	2.3	2.3%	3	16	-1	-16%	5
CC1CCCN(C(=O)CCS(=O)(=O)c2ccc3c(c2)NC(=O)C(C)S3)C1 (centres undefined)	0	7	-0.1	0.2%	7	-16	-8	-3%	-4

Entries from the list above with fluorine:
SMILES	TRHR enhancer	D1 ag	TRHR agonist	RXFP1 ag	D2 PAM	D1 antagonist	D1 PAM	Apoferritin bind	RXFP1 antag
COC(=O)c1sccc1NC(=S)Nc1ccc(F)cc1F	8	2	0.1	6.3%	3	-20	-4	-13%	-16
O=C(N/N=C/c1ccccc1F)C(=O)N1CCCCCC1	4	-2	1.0	-1.4%	-29	-1	3	-12%	33
CCCn1c(=N)c(S(=O)(=O)c2ccc(F)cc2)cc2c(=O)n3cccc(C)c3nc21	2	-1	-0.2	2.7%	2	10	-3	-8%	5
C=CCN1C(=O)C(O)=C(C(C)=O)C1c1ccccc1F (centres undefined)	7	3	-0.2	4.6%	4	29	-1	-15%	-7
O=C(COC(=O)Cc1c[nH]c2ccccc12)Nc1c(Cl)cccc1C(F)(F)F	-6	4	-0.2	2.2%	-4	1	-6	.	2
COC(=O)CS(=O)(=O)c1ccsc1C(=O)Nc1ccc(F)cc1	-1	9	-1.4	4.4%	7	-24	1	-5%	0
FC(F)(F)c1nc2ncc(Cl)cc2[nH]1	6	5	0.5	-0.2%	-3	26	-4	-5%	-10
